Source: PubChem
All columns: NCI-60 one-dose screen, growth in % after 48 h at 10 µM unless noted; 100 = growth as untreated, 0 = no growth, -100 = all killed.
SK-MEL-28: SK-MEL-28 melanoma | 81,000 tested, 4.1% active | AID 1794761
HS 578T: HS 578T breast cancer | 78,000 tested, 4.1% active
T-47D: T-47D breast cancer. 79,000 tested, 5% active. AID 1794792
MDA-MB-435: MDA-MB-435 melanoma | 82,000 tested, 7.8% active
LOX IMVI: LOX IMVI melanoma; 79,000 tested, 7.4% active; AID 1794757
SK-MEL-5: SK-MEL-5 melanoma; 80,000 tested, 6.4% active; AID 1794755
BT-549: BT-549 breast cancer; 78,000 tested, 4.4% active; AID 1794793
SK-MEL-2: SK-MEL-2 melanoma. 77,000 tested, 4.7% active. AID 1794763
Active calls of the source: *; & = joins results of further samples. The calls were made as follows: active = growth percent below 10; inactive = the rest. The order is random; about 12% have a hit in one of these screens.

For CC(=O)N1N=C(Cn2nnnc2-c2ccccc2)OC1c1ccc(Cl)cc1 (centres undefined) the results were SK-MEL-28 105, HS 578T 105, T-47D 92, MDA-MB-435 103, LOX IMVI 93, SK-MEL-5 104, BT-549 101 and SK-MEL-2 98.
CC(=O)NNC(=O)c1ccccn1 was read as SK-MEL-28 120, HS 578T 120, T-47D 84, MDA-MB-435 112, LOX IMVI 103, SK-MEL-5 101, BT-549 98 and SK-MEL-2 102.
Screening OCCN1CCN(CCO)C1=S returned SK-MEL-28 124, HS 578T 118, T-47D 112, MDA-MB-435 124, LOX IMVI 101, SK-MEL-5 105, BT-549 107 and SK-MEL-2 110.
For CC1=C2C3OC(=O)C(C)C3CCC2(C)C=C(Br)C1=O (centres undefined) the results were SK-MEL-28 105, HS 578T 104, T-47D 92, MDA-MB-435 108, LOX IMVI 100, SK-MEL-5 89, BT-549 98 and SK-MEL-2 111.
Screening COc1ccc(C2CC(c3ccco3)=NN2c2ccc(S(=O)(=O)NC(=O)NCc3ccccc3)cc2)cc1 (centres undefined) returned SK-MEL-28 101, HS 578T 105, T-47D 85, MDA-MB-435 103, LOX IMVI 102, SK-MEL-5 102 and SK-MEL-2 91.
NC(=O)c1cccnc1 was read as SK-MEL-28 109, HS 578T 113, T-47D 103, MDA-MB-435 99, LOX IMVI 99, SK-MEL-5 110, BT-549 108 and SK-MEL-2 112.
`CCC[N+](CCC)(CCC)Cc1ccccc1` gave SK-MEL-28 105, HS 578T 132, T-47D 104, MDA-MB-435 110, LOX IMVI 102, SK-MEL-5 105, BT-549 108 and SK-MEL-2 100.
Screening O=C1/C(=C/c2ccc(F)cc2)Sc2c(Br)cccc21 returned SK-MEL-28 110, HS 578T 80, T-47D 43, MDA-MB-435 102, LOX IMVI 82, SK-MEL-5 88, BT-549 87 and SK-MEL-2 63.
For O=C(O)c1ccc(-n2cc(/C=N/Nc3ccc(Br)cc3)c(-c3cc4ccccc4oc3=O)n2)cc1 the results were SK-MEL-28 91, HS 578T 94, T-47D 78, MDA-MB-435 105, LOX IMVI 81, SK-MEL-5 97, BT-549 87 and SK-MEL-2 67.
Screening CCOc1ccc(/C=C2\SC(=S)N(N3CCOCC3)C2=O)cc1OC returned SK-MEL-28 117, HS 578T 104, T-47D 101, MDA-MB-435 102, LOX IMVI 99, SK-MEL-5 99, BT-549 101 and SK-MEL-2 105.

Quoted at random: 6 compounds from above
Screening OCCN1CCN(CCO)C1=S returned SK-MEL-28 124, HS 578T 118, T-47D 112, MDA-MB-435 124, LOX IMVI 101, SK-MEL-5 105, BT-549 107 and SK-MEL-2 110.
CC(=O)NNC(=O)c1ccccn1 was read as SK-MEL-28 120, HS 578T 120, T-47D 84, MDA-MB-435 112, LOX IMVI 103, SK-MEL-5 101, BT-549 98 and SK-MEL-2 102.
Screening O=C1/C(=C/c2ccc(F)cc2)Sc2c(Br)cccc21 returned SK-MEL-28 110, HS 578T 80, T-47D 43, MDA-MB-435 102, LOX IMVI 82, SK-MEL-5 88, BT-549 87 and SK-MEL-2 63.
For O=C(O)c1ccc(-n2cc(/C=N/Nc3ccc(Br)cc3)c(-c3cc4ccccc4oc3=O)n2)cc1 the results were SK-MEL-28 91, HS 578T 94, T-47D 78, MDA-MB-435 105, LOX IMVI 81, SK-MEL-5 97, BT-549 87 and SK-MEL-2 67.
`CCC[N+](CCC)(CCC)Cc1ccccc1` gave SK-MEL-28 105, HS 578T 132, T-47D 104, MDA-MB-435 110, LOX IMVI 102, SK-MEL-5 105, BT-549 108 and SK-MEL-2 100.
For CC1=C2C3OC(=O)C(C)C3CCC2(C)C=C(Br)C1=O (centres undefined) the results were SK-MEL-28 105, HS 578T 104, T-47D 92, MDA-MB-435 108, LOX IMVI 100, SK-MEL-5 89, BT-549 98 and SK-MEL-2 111.

(cont.)
O=C(/C(=N/O)S(=O)(=O)c1ccccc1)c1ccc(Cl)cc1 was read as SK-MEL-28 106, HS 578T 109, T-47D 100, MDA-MB-435 107 and BT-549 98.
Screening O=S1(=O)OC(c2ccc(O)c(Cl)c2)(c2ccc(O)c(Cl)c2)c2ccccc21 returned SK-MEL-28 114, HS 578T 97, T-47D 97, MDA-MB-435 113, LOX IMVI 100 and SK-MEL-5 96.
For COc1ccc(N=C2NN=C(c3ccc(F)cc3)CS2)cc1OC the results were SK-MEL-28 114, HS 578T 110, T-47D 87, MDA-MB-435 83, LOX IMVI 85, SK-MEL-5 87, BT-549 108 and SK-MEL-2 66.
For Cc1[nH]c(-c2nc3ccccc3[nH]2)c(C)c1C(=O)NC(C)C1CCCCC1 (centres undefined) the results were SK-MEL-28 89, HS 578T 83, T-47D 89, MDA-MB-435 38, LOX IMVI 85, SK-MEL-5 80, BT-549 96 and SK-MEL-2 87.
Screening COc1ccc(/C=C(/C2=NCCN2)n2cnc3ccccc32)cc1 returned SK-MEL-28 97, HS 578T 100, T-47D 94, MDA-MB-435 91, LOX IMVI 94, SK-MEL-5 97 and BT-549 105.
For O=[N+]([O-])c1ccc(O)c(/C=N\Nc2ccc(S(=O)(=O)O)cc2)c1 the results were SK-MEL-28 117&104, HS 578T 120&104, T-47D 98&100, MDA-MB-435 97&103, LOX IMVI 99&102, SK-MEL-5 97&104, BT-549 98&106 and SK-MEL-2 139&122.
Screening CCOC(=O)c1c(NC(=O)c2ccc(C(F)(F)F)cc2)sc2c(CN3CCN(C)CC3)c(O)ccc12 returned SK-MEL-28 -82*, HS 578T -18*, T-47D -35*, MDA-MB-435 -61*, LOX IMVI -93*, SK-MEL-5 64 and SK-MEL-2 45.
C=C(c1ncc(C(=O)O)cn1)c1cc2c(cc1C)C(C)(C)CCC2(C)C was read as SK-MEL-28 100, HS 578T 75, T-47D 87, MDA-MB-435 84, LOX IMVI 97, SK-MEL-5 79, BT-549 94 and SK-MEL-2 99.
Screening COc1ccc(/C(=N\N)C(=O)c2ccccc2)cc1 (tested in a mixture with another compound) returned SK-MEL-28 102, HS 578T 97, T-47D 84, MDA-MB-435 93, LOX IMVI 98, SK-MEL-5 97, BT-549 108 and SK-MEL-2 112.
Screening c1ccc(C2=Nc3ccccc3SC2)cc1 returned SK-MEL-28 109, T-47D 100, MDA-MB-435 105, LOX IMVI 90, SK-MEL-5 105, BT-549 107 and SK-MEL-2 105.
Screening CC(=O)Nc1ccc(S(=O)(=O)O)c(OC(C)=O)c1 returned SK-MEL-28 114, HS 578T 107, T-47D 100, LOX IMVI 103, SK-MEL-5 103, BT-549 97 and SK-MEL-2 97.
`O=C(Nc1nc(-c2ccccc2)cs1)c1cc(-c2ccc(Cl)cc2)nc2ccccc12` gave SK-MEL-28 87, HS 578T 78, T-47D 32, MDA-MB-435 90, LOX IMVI 50, SK-MEL-5 64, BT-549 82 and SK-MEL-2 67.
FC(F)(F)c1cccc(-c2cn3cc(Cl)sc3n2)c1 was read as HS 578T 108, T-47D 61, MDA-MB-435 94, LOX IMVI 88, SK-MEL-5 92, BT-549 107 and SK-MEL-2 86.
`COc1c(Br)cc(C(=O)c2ccccc2C(=O)c2cc(Br)c(OC)c(Br)c2)cc1Br` gave SK-MEL-28 114, HS 578T 102, T-47D 87, MDA-MB-435 108, LOX IMVI 95, SK-MEL-5 102, BT-549 100 and SK-MEL-2 98.
For N=c1oc2ccccc2cc1-c1nc(-c2cc3cc(Br)ccc3o2)cs1 the results were SK-MEL-28 115, HS 578T 134, T-47D 57, MDA-MB-435 99, LOX IMVI 83, SK-MEL-5 96, BT-549 74 and SK-MEL-2 88.
For Cn1c(O)c(C(/C=C/c2ccccc2)=NCCN=C(/C=C/c2ccccc2)c2c(O)n(C)c(=O)n(C)c2=O)c(=O)n(C)c1=O the results were SK-MEL-28 78, HS 578T 85, T-47D 68, MDA-MB-435 66, LOX IMVI 62, SK-MEL-5 64, BT-549 73 and SK-MEL-2 102.
`O=[N+]([O-])c1ccc(/C=N/c2nnc(-c3ccccc3)o2)cc1` gave SK-MEL-28 111, HS 578T 111, T-47D 97, MDA-MB-435 105, LOX IMVI 100, SK-MEL-5 102, BT-549 105 and SK-MEL-2 116.
`CN(C)c1ccnc(NCCCSC(c2ccccc2)(c2ccccc2)c2ccccc2)c1` gave SK-MEL-28 -77*, HS 578T 60, T-47D 28, MDA-MB-435 11, LOX IMVI 48, SK-MEL-5 -98*, BT-549 49 and SK-MEL-2 43.
Screening COc1ccc(C2=CC(c3cc(OC)c(OC)c(OC)c3)NC(=O)N2)cc1OC (centres undefined) returned SK-MEL-28 40, HS 578T 7.6*, MDA-MB-435 7.3*, LOX IMVI 7.0*, SK-MEL-5 18, BT-549 8.7* and SK-MEL-2 21.
Cc1c(CCO)c(=O)oc2cc(OCC(O)CNC(C)C)ccc12 (centres undefined) was read as SK-MEL-28 98, HS 578T 97, T-47D 109, MDA-MB-435 100, LOX IMVI 97, SK-MEL-5 95, BT-549 104 and SK-MEL-2 112.
Screening COc1cc(CCC(C)=O)ccc1O returned SK-MEL-28 102, HS 578T 95, T-47D 91, MDA-MB-435 102, LOX IMVI 98, SK-MEL-5 98, BT-549 109 and SK-MEL-2 102.
O=C1NC(=O)C(c2coc3cc(Br)ccc23)=C1c1c[nH]c2ccccc12 was read as SK-MEL-28 72, HS 578T 43, T-47D 35, MDA-MB-435 -7.9*, LOX IMVI 44, SK-MEL-5 81, BT-549 68 and SK-MEL-2 34.
O=C(NCc1cccc(Cl)c1)C1=NOC(Cc2nc3ccccc3o2)C1 (centres undefined) was read as SK-MEL-28 117, HS 578T 96, T-47D 101, MDA-MB-435 106, LOX IMVI 95, SK-MEL-5 100, BT-549 93 and SK-MEL-2 112.
COc1cc(C)ccc1Oc1nc(Nc2ccc(N3CCOCC3)cc2)ncc1N=Cc1cc(C(F)(F)F)cc(C(F)(F)F)c1 was read as SK-MEL-28 97, HS 578T 62, T-47D 58, MDA-MB-435 65, LOX IMVI 61, SK-MEL-5 91, BT-549 89 and SK-MEL-2 70.
Screening COc1cc(-c2c3c(cn2CCN2CCOCC2)-c2oncc2CC3)cc(OC)c1OC returned SK-MEL-28 98, HS 578T 99, MDA-MB-435 106, LOX IMVI 98, SK-MEL-5 99, BT-549 97 and SK-MEL-2 105.
COc1cc(/C=C2\C(=O)N(c3c(Cl)cccc3Cl)c3ccccc32)cc(OC)c1OCCCCn1c2ccccc2c(=O)c2ccccc21 was read as SK-MEL-28 99, HS 578T 112, T-47D 73, MDA-MB-435 97, LOX IMVI 99, SK-MEL-5 95, BT-549 93 and SK-MEL-2 103.
Screening COc1ccc(NC2=C(I)C(=O)c3ncccc3C2=O)cc1 returned SK-MEL-28 21, HS 578T -16*, T-47D -33*, MDA-MB-435 -89*, LOX IMVI -59*, SK-MEL-5 -95*, BT-549 -6.3* and SK-MEL-2 29.
`Cc1nn(-c2ccccc2)c2ncn(/N=C/c3cccc([N+](=O)[O-])c3)c(=N)c12` gave SK-MEL-28 106, HS 578T 105, T-47D 101, MDA-MB-435 99, LOX IMVI 105, SK-MEL-5 101, BT-549 89 and SK-MEL-2 106.
For COc1ccc(C(O)c2ccc(OC)cc2)cc1 the results were SK-MEL-28 113, HS 578T 89, T-47D 90, MDA-MB-435 93, LOX IMVI 98, SK-MEL-5 92, BT-549 106 and SK-MEL-2 123.
Cc1ccc(NC(=O)Cn2nncc2CN2C(=O)CSC2=O)cc1C was read as HS 578T 99, T-47D 99, MDA-MB-435 100, LOX IMVI 94, SK-MEL-5 99, BT-549 99 and SK-MEL-2 102.
`Cc1nc2nc(C)c(C)nc2nc1C` gave SK-MEL-28 110, HS 578T 82, T-47D 103, MDA-MB-435 108, LOX IMVI 94, SK-MEL-5 103, BT-549 102 and SK-MEL-2 107.
For CC(C)=CCC[C@](C)(O)[C@H]1CC[C@]2(C)[C@@H]1CC[C@@H]1[C@@]3(C)C/C(=C/c4ccc(C=O)cc4)C(=O)C(C)(C)[C@@H]3CC[C@]12C the results were SK-MEL-28 113, HS 578T 105, T-47D 101, MDA-MB-435 104, LOX IMVI 95, SK-MEL-5 100, BT-549 106 and SK-MEL-2 102.
`CCOC(=O)c1n[nH]n2c1nc(=O)c1sc3ccccc3c12` gave SK-MEL-28 112, HS 578T 105, T-47D 100, MDA-MB-435 101, LOX IMVI 99, SK-MEL-5 102, BT-549 106 and SK-MEL-2 93.
CCC1CCCC/C1=N\Nc1ccc([N+](=O)[O-])cc1[N+](=O)[O-] (centres undefined) was read as SK-MEL-28 108, HS 578T 119, T-47D 101, MDA-MB-435 115, LOX IMVI 95, SK-MEL-5 108, BT-549 116 and SK-MEL-2 119.
COc1cc(C2CC(=O)Nc3ncn(-c4ccc(F)cc4)c32)cc(OC)c1O (centres undefined) was read as SK-MEL-28 118, HS 578T 111, T-47D 98, MDA-MB-435 105, LOX IMVI 105, SK-MEL-5 111, BT-549 101 and SK-MEL-2 107.
For CC(=O)Nc1nc(-c2n[nH]c(=S)n2-c2ccc(Cl)cc2)cs1 the results were SK-MEL-28 116, HS 578T 108, T-47D 100, MDA-MB-435 101, LOX IMVI 97 and SK-MEL-5 95.
Screening Cc1cc(C(c2ccccc2)c2ccccc2)ccc1NS(=O)(=O)c1ccccc1 returned SK-MEL-28 112, HS 578T 90, T-47D 86, MDA-MB-435 114, LOX IMVI 88, SK-MEL-5 95 and SK-MEL-2 104.
For COc1ccc(OC)c(/C=C/[C@H]2O[C@@H](C)[C@H](O)[C@@H]2O)c1 the results were SK-MEL-28 102, HS 578T 111, T-47D 96, MDA-MB-435 100, LOX IMVI 100, SK-MEL-5 103, BT-549 104 and SK-MEL-2 91.
`O=C(NNc1nc2cc(F)cc(F)c2n2cccc12)c1ccncn1` gave SK-MEL-28 23, HS 578T 34, T-47D -1.6*, MDA-MB-435 26, LOX IMVI 6.4*, SK-MEL-5 -4.3*, BT-549 12 and SK-MEL-2 22.
